Screening results (PubChem BioAssay)
DAX1 inh-1 = DAX1 (NR0B1) inhibition, primary screen | actives 1.1% (n = 370,000) | HEK293T StAR-luciferase reporter, SF-1/DAX-1 repression relief | inhibition, % at 6.8 µM | AID 652010;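 active = inhibition above the mean over all tested compounds plus 3 SD, cut at about 3.6% in these data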;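 also: 0% = DAX-1 cells with DMSO and 100% = cells lacking DAX-1 with DMSO; higher inhibition means more luminescence from relief of DAX-1 repression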
sPLA2-III inh = Inhibits HGIII-sPLA2 liposome hydrolysis, primary screen; Q9NZ20; actives 0.56% (n = 370,000); QFRET BODIPY PC-A2 liposome hydrolysis, fluorescence; inhibition, % at 12.2 µM;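 active = inhibition above mean plus 3 SD of compounds lying within the high and low control bounds, cut at about 19% in these data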;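 also: 0% = median of test compound wells and 100% = no enzyme DMSO wells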
Target sequence (Q9NZ20 whole entry, looked up): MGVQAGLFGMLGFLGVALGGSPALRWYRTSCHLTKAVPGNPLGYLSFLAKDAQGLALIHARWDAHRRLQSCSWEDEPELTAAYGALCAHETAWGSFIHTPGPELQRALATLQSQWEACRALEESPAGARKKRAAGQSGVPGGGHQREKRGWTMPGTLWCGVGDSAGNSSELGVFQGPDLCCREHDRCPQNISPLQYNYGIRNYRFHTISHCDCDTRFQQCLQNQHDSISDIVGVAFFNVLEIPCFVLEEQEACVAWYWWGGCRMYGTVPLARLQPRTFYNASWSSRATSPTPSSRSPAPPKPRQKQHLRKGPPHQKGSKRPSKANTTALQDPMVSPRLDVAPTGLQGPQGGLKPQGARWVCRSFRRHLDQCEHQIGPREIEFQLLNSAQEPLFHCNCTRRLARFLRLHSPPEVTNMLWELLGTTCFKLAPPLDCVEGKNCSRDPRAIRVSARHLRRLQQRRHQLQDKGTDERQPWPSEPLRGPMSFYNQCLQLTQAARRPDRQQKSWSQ
hcDAF12 agonist = activates DAF-12 receptor from parasite H. contortus. HEK293 hcDAF-12 lit1-tk-luc reporter, luminescence; 0% DMSO, 100% Δ7-dafachronic acid. activation, % at 6.8 µM. actives 1.4% (n = 370,000);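 active = activation above the mean of all tested compounds plus 3 SD, cut at about 5.5% in these data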;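 also: 100% = response to 3 µM Δ7-dafachronic acid high control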
hgDAF-12 ag = hgDAF-12 agonism, primary luciferase screen. HEK293 GAL4-hgDAF12 UAS-luciferase reporter, agonist luminescence; normalized to butyrate control. activation, % at 6.8 µM. AID 687014. actives 1.8% (n = 370,000);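 active = activation above a cutoff set at the mean of all screened compounds plus 3 SD, cut at about 10% in these data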;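 also: 0% = DMSO wells and 100% = sodium butyrate wells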
ADAM17 inh = ADAM17 inhibition, QFRET primary screen; P78536; recombinant ADAM17, EDANS/DABCYL FRET peptide cleavage; inhibition, % at 6.95 µM; actives 0.83% (n = 370,000); AID 720648;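 active = inhibition above the mean of compounds lying between control limits plus 3 SD, set per campaign, cut at about 8.5% in these data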;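 also: 0% = DMSO-only wells as the low control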
GAA850 FXN act = activators of GAA850 frataxin (FXN) promoter | HEK293 lucGAA850 FXN promoter luciferase reporter, 24 h; percent of 10 µM SAHA response | activation, % at 6 µM | actives 0.56% (n = 360,000) | AID 540364;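 active = activation above the average of all compounds screened plus 3 SD, cutoff fixed separately per campaign, cut at about 7.5% in these data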;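 also: 0% = DMSO wells and 100% = 10 µM SAHA wells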
DAX1 inh-2 = inhibits human nuclear receptor DAX1; P51843; HEK293 Gal4-DAX1 luciferase reporter, luminescence; inhibition, % at 6.75 µM; actives 0.99% (n = 340,000); AID 504766;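 active = inhibition above the mean over all tested compounds plus 3 SD, cut at about 4.2% in these data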;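 also: 0% = DAX1-transfected cells with DMSO and 100% = empty-vector control cells with DMSO; inhibition shows as a rise in luminescence from relieved DAX1 repression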
Target sequence (P51843 207-470 limits assumed): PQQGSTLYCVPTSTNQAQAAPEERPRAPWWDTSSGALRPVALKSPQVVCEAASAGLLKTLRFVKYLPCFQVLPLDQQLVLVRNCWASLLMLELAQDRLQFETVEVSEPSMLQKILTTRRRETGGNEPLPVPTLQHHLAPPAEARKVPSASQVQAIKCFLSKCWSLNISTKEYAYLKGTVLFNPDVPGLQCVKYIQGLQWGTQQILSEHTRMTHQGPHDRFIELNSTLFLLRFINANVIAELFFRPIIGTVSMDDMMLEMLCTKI
ADAM10 inh = inhibits human ADAM10; inhibition, % at 7 µM; actives 0.62% (n = 370,000); AID 720582; recombinant ADAM10, EDANS/DABCYL FRET peptide cleavage, 3 h;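 active = inhibition above a per-campaign cutoff equal to the mean of compounds falling between control-based bounds plus 3 SD, cut at about 20% in these data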;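 also: 0% = DMSO wells while the 100% control is not disclosed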
PLCb3 inh = inhibitors of human phospholipase C beta3. AID 720704. actives 0.18% (n = 370,000). Q01970. Purified PLC-beta3, fluorogenic substrate, fluorescence. inhibition, % at 12.2 µM; in the data active = inhibition above about 11%;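 also: 0% = median of compound wells on plate and 100% = full blocker control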
ssDAF12 agonist = activates DAF-12 receptor from parasite S. stercoralis | actives 1% (n = 370,000) | AID 652126 | activation, % at 6.8 µM | HEK293 ssDAF-12/GRIP1 lit1-tk-luc reporter, luminescence; % of 3 µM dafachronic acid response;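 active = activation above the mean over all tested compounds plus 3 SD, cut at about 0.9% in these data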;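 also: 0% = DMSO-only wells and 100% = 3 µM delta7-dafachronic acid wells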
PLCg1 inh = blocks human PLC-gamma1 enzyme activity; P19174; purified PLC-gamma1, fluorogenic substrate, fluorescence; inhibition, % at 12.2 µM; actives 0.84% (n = 370,000); AID 720700; in the data active = inhibition above about 9.5%
Active calls of the source: *; / = not tested or not shown.

SMILES	DAX1 inh-1	sPLA2-III inh	hcDAF12 agonist	hgDAF-12 ag	ADAM17 inh	GAA850 FXN act	DAX1 inh-2	ADAM10 inh	PLCb3 inh	ssDAF12 agonist	PLCg1 inh
Cc1ccccc1N1CCN(C2CCCN(C(=O)c3cc(CC(C)C)nn3C)C2)CC1 (centres undefined)	-0.1	-4.6	0.5	0.0	2.4	0.5	0.0	-0.8	-3.8	-1.3	3.5
CCCCC(CC)C(=O)NCCc1ccc(S(N)(=O)=O)cc1 (centres undefined)	-0.2	0.7	-1.7	0.2	-3.9	-1.4	-1.5	-2.0	-1.8	-0.9	0.1
O=C(CNC(=O)c1sc2ccccc2c1Cl)NCc1ccccc1	-2.4	-4.7	-0.8	-0.8	-4.1	-0.2	-0.9	-15.3	-20.6	-1.5	0.4
COC(=O)CC1C(=O)NC2CCCCC2N1C(=O)CCl (centres undefined)	-0.7	-2.9	-0.8	1.0	-2.5	-6.9	/	-3.5	-0.8	-1.4	0.1
O=C(Nc1nc2ccc(F)cc2s1)c1ccc(N2CCCC2=O)cc1	4.2*	3.4	0.0	4.2	-9.3	1.7	1.3	-7.7	0.3	-0.9	7.8
Cc1ccc(S(=O)(=O)N2CCC(N3CCN(C)CC3)CC2)cc1Cl	-0.1	-3.2	0.4	0.9	1.0	1.1	-0.8	2.5	-3.7	-1.0	-0.1
O=C(c1ccccc1)N1CCSc2sccc2C1=O	0.3	-0.1	0.1	3.1	2.0	1.1	-5.5	4.2	0.8	-1.2	-0.2
CCCS(=O)(=O)N1CCC(C(=O)NC2CCCC(C)C2C)CC1 (centres undefined)	0.4	4.5	-0.9	-0.9	-1.4	0.5	1.9	-4.7	1.4	-1.4	1.1
O=C(CN(Cc1ccco1)C(=O)c1ccc(Cl)cc1)Nc1c(Cl)cc(Cl)cc1Cl	0.7	-0.3	-0.2	0.6	-0.9	2.1	-0.8	1.7	0.6	-1.9	3.1
N#CC1(Nc2ccc([N+](=O)[O-])cc2)CCCC1	0.6	-0.7	-0.7	-1.4	2.7	-2.4	-0.9	9.6	5.7	-1.7	2.4
Cc1cccc(-c2nnc(N)s2)c1	-0.5	7.5	0.2	5.1	-2.3	1.3	-0.2	-2.2	0.1	-1.0	-2.9
NS(=O)(=O)c1cccc(NC(=O)CN2CCCc3ccccc32)c1	0.2	0.6	1.0	-0.2	-1.5	2.0	2.7	3.4	2.6	-1.0	1.9
Cc1cc(Cl)ccc1OCc1nc(-c2ccncc2)no1	1.3	-5.6	2.8	14.0*	-1.2	/	/	3.3	-0.9	0.5	-0.8
O=C(COC(=O)CC(c1ccccc1)c1ccccc1)Nc1c(F)cccc1F	0.1	-12.4	1.5	0.7	5.6	/	/	14.5	-0.9	-1.5	5.0
CNC(=O)CN(C)S(=O)(=O)c1ccc(OC)c(Cl)c1	0.2	3.4	-0.3	-0.7	0.3	0.7	-0.3	8.3	1.4	-1.5	2.1
C#CCOC(=O)Nc1ccc(OCC(F)(F)F)nc1	0.3	-4.0	-1.9	0.6	-0.1	1.2	-0.9	4.2	-2.5	-0.4	2.4
Cc1cc(C)n2ncc(-c3cccc(Br)c3)c2n1	0.0	-5.5	-0.1	2.8	-5.6	0.7	3.4	-18.6	-223.6	-1.1	-148.1
CCN(CC)S(=O)(=O)c1ccc(-c2nnco2)cc1	0.4	4.2	0.3	-0.9	-4.7	-1.5	-0.7	-1.6	5.1	-1.1	-0.9
CC(=O)N1CCc2c(sc(NC(=O)c3ccc(S(=O)(=O)N(C)C)cc3)c2C#N)C1	-0.3	-12.6	2.1	0.8	0.9	-0.4	-0.1	-12.2	-22.8	-1.0	-18.3
Cc1cc2oc(=O)sc2cc1NS(=O)(=O)c1ccccc1	0.0	-22.7	0.2	-1.5	5.7	-1.5	-0.9	14.4	-7.3	-1.1	2.0
N#CC1(c2ccccc2)CCCN1C(=O)c1ccc(Br)o1 (centres undefined)	0.6	-7.2	-2.4	-1.4	0.6	-0.7	-1.0	1.7	1.1	-1.6	2.9
NC(=O)C1(N2CCCCC2)CCN(Cc2ccc(F)cc2)CC1	-0.5	4.9	-1.3	-0.4	-3.8	-0.8	-1.2	1.6	-0.3	-1.2	-1.2
C=CCn1c(COc2ccccc2)nnc1SCC(=O)NCC(=O)OCC	0.8	5.3	-0.3	2.2	-5.9	0.6	-0.1	5.5	-1.9	-0.8	2.1
CCOC(=O)c1ccc(NC(=O)C2CCC(CNc3c(N4CCOCC4)c(=O)c3=O)CC2)cc1 (centres undefined)	0.9	-4.2	-1.3	0.7	-2.8	2.8	-0.9	5.9	-7.1	-1.3	2.7
CC(=O)c1cccc(N(CC(=O)NC2CCCCC2)C(=O)CNC(=O)c2cccs2)c1	0.2	0.9	0.8	0.1	-2.8	0.1	-0.6	-4.2	-4.8	-1.0	0.3
Cc1cc(=O)c2cc(Br)ccc2n1CC(=O)NCc1ccccc1	-0.1	-4.6	-3.2	-1.6	-2.6	0.4	3.3	-4.8	-5.9	-1.2	3.8
COc1ccc(Cl)cc1C(=O)NC(=S)Nc1cc(-c2nc3ccccc3[nH]2)ccc1C	-0.2	-1.3	1.4	6.8	-23.7	1.4	-0.1	-41.2	-49.4	-0.5	-37.2
O=C(CN1CCCCC1)Nc1c2c(nc3ccccc13)N(c1ccccc1)CC2	-0.7	1.0	1.1	-1.7	-70.1	0.8	-0.3	-190.9	-402.0	-0.8	-318.9
COCCNc1nc(CSc2ccccc2)nc2sc(C)c(C)c12	-0.8	-3.0	-2.7	-3.9	0.1	1.9	0.4	5.5	-1.8	-1.6	-0.7
Cc1nn2c(-c3ccc(S(=O)(=O)N4CCN(C)CC4)o3)nnc2c2ccccc12	0.2	8.9	4.1	-2.8	-5.7	3.8	0.2	-12.4	-16.1	-0.6	-5.0
O=C(Nc1cc(S(=O)(=O)N2CCOCC2)ccc1N1CCOCC1)c1cn2ccccc2n1	0.0	6.6	-1.1	-3.4	-4.8	2.7	0.4	-1.9	-8.6	-1.5	-4.2
COC(=O)c1ccc(N2CCN(C(C)=O)CC2)c(NC(=O)COc2ccccc2C)c1	-1.1	-4.6	-0.3	-0.2	-0.8	1.8	-0.7	4.0	-3.1	-1.9	-1.6
COc1ccc(NC(=O)c2ccccc2Oc2ccccc2)cc1	0.0	-3.7	-0.5	1.3	0.9	2.6	0.9	3.3	-4.0	-1.2	2.4
O=C(Nc1ccc(CN2CCCCC2)cc1)c1ccc2c(c1)OCO2	-0.3	-2.0	0.7	3.7	-0.4	3.2	2.2	2.2	2.7	-1.2	3.5
CC(C)n1c(O)c(N=NC(=O)CNC(=O)CCc2ccccc2)c2ccccc21	0.2	-12.2	-0.2	0.3	-1.4	2.2	1.0	5.3	-3.1	-1.3	4.4
CCOc1ccc(-n2cnc3scc(-c4ccc(OC)c(OC)c4)c3c2=O)cc1	0.0	-0.4	-1.4	-2.5	-5.0	-1.5	1.1	-1.1	-8.8	-1.2	0.4
Cc1ccc(S(=O)(=O)N2CCC(C(=O)OCC(=O)N3CCCC(C)C3)CC2)cc1C (centres undefined)	0.1	-2.0	-0.1	0.4	-8.1	0.7	-0.1	3.5	-6.0	-0.6	2.0
Cc1cc(C)c(S(=O)(=O)n2ccc(-c3ccc(OCCN(C)c4ccccn4)cc3)n2)c(C)c1	-0.2	-16.1	-1.2	0.0	-0.6	2.6	1.6	-2.0	-3.1	-1.3	-0.1
COc1cc(C(=O)NCc2ccccc2)ccc1OC(F)F	0.1	3.6	-2.2	-3.0	-4.0	0.6	-0.1	-4.8	-1.1	-1.0	-2.6
Cn1c(CNC2CCCCC2)c(C#N)c2ccccc21	-0.3	1.1	0.0	1.9	-6.4	0.7	-0.3	-7.0	-4.1	-0.7	-5.5
COC(=O)CCCNC(=O)c1ccc(S(=O)(=O)NCc2ccco2)cc1	0.1	0.7	-0.5	0.1	0.9	-2.5	-0.8	0.0	-4.9	-1.0	-1.7
CN=c1scc(-c2ccc([N+](=O)[O-])cc2)n1/N=C/c1ccco1	0.7	-1.1	-1.6	3.6	-1.2	-0.8	2.1	9.8	-2.1	-2.0	0.6
Clc1ccccn1	0.8	12.2	-1.3	0.1	-3.3	-1.6	-0.1	-8.6	-2.6	-1.3	1.3
C=CCOC(=O)C1=C(C)Nc2nc3ccccc3n2C1c1ccncc1 (centres undefined)	0.2	-1.0	-1.7	-4.0	-6.6	-0.2	0.6	-23.3	-17.9	-1.0	-13.6
CCCCC(=O)Nc1ccc(C(=O)Nc2nc(CC(=O)OCC)cs2)cc1	-0.8	-9.3	-0.9	0.6	-5.5	-2.5	-0.5	-1.9	-6.6	-1.4	-0.4
COc1ccc(OCC(=O)N/N=C(\C)CC(=O)Nc2ccc(NC(C)=O)cc2)cc1	-3.0	-4.5	-2.4	0.3	-3.4	-0.2	0.0	-15.2	-7.8	-1.3	1.3
CCCCCCCCCCCCCCCC[N+](C)(C)Cc1ccc(F)cc1	-1.8	-12.7	0.1	0.3	0.8	-2.2	0.8	0.2	2.6	-0.5	1.2
C=CCN(c1ccccc1)S(=O)(=O)c1c(C)[nH]c(=O)[nH]c1=O	0.1	-0.1	0.7	-0.5	-1.8	1.9	1.4	4.1	-0.9	-1.0	2.4

A draw from above in order of length of the SMILES, smallest number first:
SMILES	DAX1 inh-1	sPLA2-III inh	hcDAF12 agonist	hgDAF-12 ag	ADAM17 inh	GAA850 FXN act	DAX1 inh-2	ADAM10 inh	PLCb3 inh	ssDAF12 agonist	PLCg1 inh
Cc1cc(C)n2ncc(-c3cccc(Br)c3)c2n1	0.0	-5.5	-0.1	2.8	-5.6	0.7	3.4	-18.6	-223.6	-1.1	-148.1
CNC(=O)CN(C)S(=O)(=O)c1ccc(OC)c(Cl)c1	0.2	3.4	-0.3	-0.7	0.3	0.7	-0.3	8.3	1.4	-1.5	2.1
C=CCOC(=O)C1=C(C)Nc2nc3ccccc3n2C1c1ccncc1 (centres undefined)	0.2	-1.0	-1.7	-4.0	-6.6	-0.2	0.6	-23.3	-17.9	-1.0	-13.6
Cc1ccc(S(=O)(=O)N2CCC(N3CCN(C)CC3)CC2)cc1Cl	-0.1	-3.2	0.4	0.9	1.0	1.1	-0.8	2.5	-3.7	-1.0	-0.1
CCOC(=O)c1ccc(NC(=O)C2CCC(CNc3c(N4CCOCC4)c(=O)c3=O)CC2)cc1 (centres undefined)	0.9	-4.2	-1.3	0.7	-2.8	2.8	-0.9	5.9	-7.1	-1.3	2.7
